Bioassay records as filed in PubChem.
NOD1 NF-kB reporter = NOD1 signaling inhibitors, primary screen, cell-based, luminescence, uHTS (AID 1578) | NOD1-driven NF-kB luciferase reporter cells, luminescence; higher % means a stronger effect | one-dose inhibition, % at 4 µM; EC50 in µM for titrated hits | actives 1% (n = 290,000); in the data active = inhibition mostly above about 36%, no sharp cut-off; inactive = mostly below about 34%;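 note: HEK-293T reporter cells stimulated with the NOD1 agonist gamma-tri-DAP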
ER stress rescue = rescue of cells from ER stress-induced death, primary screen, 384-well, CSM14.1, thapsigargin, ATP luminescence (AID 1222). one-dose cellular ATP content (survival), % at 20 µM; EC50 in µM for titrated hits. CSM14.1 thapsigargin-induced death rescue, ATP luminescence; higher % means a stronger effect. 190,000 tested, under 10 active;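 active = EC50 below 50 µM in the dose-response confirmation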;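 note: death triggered by thapsigargin at about 15 µM added after 2 h compound pretreatment; cell ATP read after overnight thapsigargin exposure of roughly 18 to 22 hours; normalized against plate controls of thapsigargin alone and 5% DMSO vehicle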
GPR55 activation = selective activators of receptor GPR55 – imaging, U2OS cells, beta-arrestin-GFP redistribution, primary screen (AID 1961); activation, % at 10 µM; hits with a dose series show EC50 in µM; actives 0.048% (n = 290,000); U2OS GPR55 beta-arrestin-GFP redistribution imaging; higher % means a stronger effect;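 active = activation above 40% with more than 50 cells counted in the well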;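 note: U2OS osteosarcoma cells stably expressing GPR55 and beta-arrestin-GFP; plate controls were DMSO negative control for no effect and LPI positive control for full effect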
NTR1 ag = agonists of NTR1, primary screen, imaging, U2OS cells, beta-arrestin-GFP, high content (AID 493036). P30989. NTR1-U2OS beta-arrestin-GFP spot imaging, agonist mode. activation, % at 20 µM. actives 0.17% (n = 330,000);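 active = activation at or above 40% of the spot to cytoplasm intensity ratio, with at least 20 cells analyzed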;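 note: 0% = DMSO without peptide and 100% = 100 nM NTR1 peptide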
Target sequence (P30989 whole entry, looked up): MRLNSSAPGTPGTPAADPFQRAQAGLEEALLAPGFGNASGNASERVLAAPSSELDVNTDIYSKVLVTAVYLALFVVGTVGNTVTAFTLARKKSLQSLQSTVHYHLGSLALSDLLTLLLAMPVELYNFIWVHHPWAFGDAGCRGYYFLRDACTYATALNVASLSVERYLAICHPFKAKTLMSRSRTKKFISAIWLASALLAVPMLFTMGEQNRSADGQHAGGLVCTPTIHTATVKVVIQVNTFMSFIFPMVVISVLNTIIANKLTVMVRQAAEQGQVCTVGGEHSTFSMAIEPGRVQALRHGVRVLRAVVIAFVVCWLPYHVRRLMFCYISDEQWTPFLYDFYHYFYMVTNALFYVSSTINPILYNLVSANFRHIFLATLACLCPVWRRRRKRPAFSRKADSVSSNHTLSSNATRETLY
Yfh1-off respiration = enhancers of respiration in Yfh1-depleted yeast, dose response, Friedreich's ataxia, plus single-dose screen (AID 1465); S. cerevisiae Yfh1-off respiration, WST-1 reduction, 72 h; higher fold induction means a stronger effect; fold induction at 50 µM; hits with a dose series show EC50 in µM; actives 0.074% (n = 220,000);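 active = fold induction of absorbance versus untreated yeast above a set limit, then at least 30% activation at any dose in follow-up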;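 note: activators that raise dye reduction in frataxin-depleted yeast; strong numbers were not always called active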
NOD2 inhibition = NOD2 signaling inhibitors, cell-based, luminescence, uHTS, HEK293 (AID 1566); HEK293 NOD2/NF-kB luciferase reporter, luminescence; higher % means a stronger effect; one-dose inhibition, % at 4 µM; EC50 in µM for titrated hits; actives 0.63% (n = 290,000); note: many of its hits are not listed in these tables
KOR beta-arrestin-1 = KOR agonists, beta-arrestin recruitment, primary screen, cell-based, luminescence, uHTS (AID 1777). KOR beta-arrestin recruitment, luminescence; higher % means a stronger effect. one-dose activation, % at 10 µM; EC50 in µM for titrated hits. actives 0.02% (n = 280,000); in the data active = activation above about 50%, passing the limit was not always enough; note: a part of the inactive calls stands beside numbers as strong as those of hits
TNAP activators = stimulation of alkaline phosphatase TNAP activity – biochemical, luminescent, no phosphate acceptor, uHTS, primary screen (AID 1001) | purified TNAP, luminescent activation assay, no phosphate acceptor; higher activation fold means a stronger effect | activation fold at 20 µM; hits with a dose series show EC50 in µM | actives 0.03% (n = 200,000); in the data active = activation fold from about 3, or a potency from the dose series; inactive = the rest, 99 in 100 with activation fold below about 1.6; note: many of its hits are not listed in these tables
KOR beta-arrestin-2 = KOR antagonists, beta-arrestin recruitment, cell-based, luminescence, uHTS (AID 1778); inhibition, % at 10 µM; hits with a dose series show IC50 in µM; KOR beta-arrestin recruitment, luminescence, antagonist mode; higher % means a stronger effect; actives 0.091% (n = 290,000); note: strong numbers were not always called active
NTR1 ag cell count 20 µM = recorded beside NTR1 ag, whose call it bears; cell count; measured here: cell count, cytotoxicity flag
Starred values were filed as active, the others as inactive; i = inactive; nt = not tested or not shown; [ ] = remark or other dose. Cut-off read from the data, not from the text of the source, unless noted: active = inhibition above about 50%; inactive = the rest. A portion of the library; the hit share may differ from the screen's.

molecule,NOD1 NF-kB reporter,ER stress rescue,GPR55 activation,NTR1 ag,NTR1 ag cell count 20 µM,Yfh1-off respiration,NOD2 inhibition,KOR beta-arrestin-1,TNAP activators,KOR beta-arrestin-2
O=C(O)c1cc(S(=O)(=O)N2CCCCCC2)ccc1Cl,-4%,-1.0%,0.1%,0.0,60,i,11%,-3.3%,1.2,-5%
NC(=O)C1CCN(C2CC(=O)N(c3ccc(F)c(Cl)c3)C2=O)CC1 (stereo not drawn),8%,4.7%,0.0%,-0.3,68,i,13%,1.8%,1.1,-10%
COCc1[nH]nc2c1C(c1ccc(OC)c(OC)c1)C(C#N)=C(N)O2 (stereo not drawn),-5%,-1.3%,0.6%,3.2,81,i,-5%,1.7%,1.1,-12%
CC1CN(C(=O)/C(C#N)=C2\N=C(NC(=O)c3ccc(F)cc3)c3ccccc32)CC(C)O1 (stereo not drawn),3%,nt,-0.1%,0.4,40,i,-4%,nt,nt,40%
Cc1cc(OCC(=O)N(C)Cc2ccccc2)cc(C)c1Cl,-9%,nt,0.6%,0.5,64,nt,-6%,4.3%,nt,-5%
Cc1onc(-c2c(F)cccc2Cl)c1C(=O)NCCc1ccc(S(N)(=O)=O)cc1,-7%,-1.5%,0.2%,1.2,46,i,3%,1.3%,1,-46%
C(=N\N1CCN(c2ccccn2)CC1)/c1cccc2ccccc12,0%,nt,-0.1%,0.5,45,i,-7%,2.4%,nt,-10%
Cc1ccc(SCc2noc(-c3c(C)noc3C)n2)cc1,-9%,nt,0.2%,-1.2,49,nt,-1%,2.4%,nt,5%
O=S(=O)(c1cc(Br)ccc1Br)N1CCCCCC1,-8%,nt,-0.1%,-0.3,47,nt,-16%,47%,nt,-2%
COc1ccc(/C=C(\C#N)C(=O)NCc2ccccc2)cc1,-5%,nt,0.2%,1.4,89,nt,-15%,-0.3%,nt,32%
COc1ccc(CN(C(=O)CCC(=O)Nc2cc(C)on2)C(C(=O)NC(C)(C)C)c2cccc(OC)c2OC)cc1 (stereo not drawn),5%,nt,-0.2%,0.3,41,nt,-4%,-4.7%,nt,5%
O=C(Nc1nccs1)C1CC(=O)N(c2ccccc2Cl)C1 (stereo not drawn),-12%,-0.7%,-0.1%,-0.3,55,i,10%,-3.1%,1,16%
O=C(O)CCCNC(=O)OCc1ccccc1,-5%,-0.9%,-0.1%,-1.9,100,i,8%,0.2%,1.1,12%
Cc1ccc(-c2ccc(/C=N/NC(=S)Nc3ccccc3)o2)cc1[N+](=O)[O-],28%,0.4%,0.2%,11,53,i,9%,2.7%,1,-28%
CC(=O)c1cccc(NS(=O)(=O)N2CCOCC2)c1,-24%,nt,0.3%,1.2,66,nt,-16%,-1.5%,nt,-1%
CCOC(=O)c1ccc(NC(=S)N2CCN(CCN=CC3=C(O)CC(c4ccccc4)CC3=O)CC2)cc1 (stereo not drawn),-8%,nt,-0.1%,1.8,45,i,9%,-1.2%,nt,-4%
COc1cc(C(Nc2ccccn2)c2ccc3ccc(C)nc3c2O)cc(OC)c1O (stereo not drawn),10%,0.3%,-0.2%,35,71,i,1%,3.2%,0.8,-11%
O=C(NC1CCCCC1)NC1CC2CCC(C1)N2C(=S)NCc1ccco1 (stereo not drawn),2%,0.6%,-0.3%,-0.1,47,i,6%,-3.7%,1.1,6%
CCC(C)NC(=O)c1ccc(CSCc2ccc(Cl)cc2)o1 (stereo not drawn),8%,nt,-0.3%,-0.2,94,nt,33%,-6.6%,nt,4%
COc1ccc(NC(=O)CCC(=O)OCc2ccc(C(=O)Oc3ccc(Cl)cc3)cc2)cc1,-32%,1.0%,-0.1%,2.7,63,i,8%,1.2%,1,-83%
CC(/C=C/c1ccc2c(c1)OCO2)=N\NC(=O)c1cccc([N+](=O)[O-])c1,57%,-2.3%,-0.1%,0.9,70,i,-52%,-1.5%,1.1,58%
COc1ccc(COCC(O)CN2CCc3ccccc3C2)cc1OC (stereo not drawn),-34%,-0.1%,-0.2%,2.1,47,i,4%,-6.9%,1,-22%
CSc1ccccc1OCc1cc(C(=O)N[C@H]2CCCCNC2=O)no1,-80%,nt,0.0%,1.0,63,nt,-65%,-4.3%,nt,1%
CC(C)(C)C(=O)Nc1ccc(Sc2ccc([N+](=O)[O-])cc2)cc1,-7%,0.0%,-0.4%,1.8,64,i,-22%,3.4%,1.2,-2%
CCCCn1c2ccc(C)cc2c2nnc(SCCN3CCCCC3)nc21,2%,nt,0.4%,3.3,88,nt,10%,-3.4%,nt,-9%
CCOc1ccc(CNS(=O)(=O)c2cccs2)cc1OCC,-18%,nt,0.3%,1.9,68,nt,3%,-1.4%,nt,-63%[20 µM]
Cc1cc(Cl)ccc1N=Cc1c(O)n(C)c(=O)n(C)c1=O,-30%,0.1%,0.2%,nt,nt,nt,-2%,-5.0%,1.1,-24%
Fc1ccc(-c2cnc[nH]2)cc1,-31%,9.0%,0.2%,0.9,50,i,6%,2.2%,1.1,-33%
O=[N+]([O-])c1ccc(Sc2n[nH]c(-c3ccccc3)n2)nc1,-45%,-2.0%,0.3%,-0.2,85,i,-28%,2.4%,1,-31%
CCS(=O)(=O)c1ccc2oc(Nc3ccccc3C)nc2c1,-84%,-3.0%,0.6%,-1.0,31,i,-25%,3.5%,1,13%

Next structures
SMILES	NOD1 NF-kB reporter	ER stress rescue	GPR55 activation	NTR1 ag	NTR1 ag cell count 20 µM	Yfh1-off respiration	NOD2 inhibition	KOR beta-arrestin-1	TNAP activators	KOR beta-arrestin-2
Cc1cccc(-n2c(-c3ccco3)n[nH]c2=S)c1	-10%	-0.4%	0.4%	3.2	35	i	8%	-4.8%	1	16%
Nc1nnc(SCc2ccccc2)n1-c1ccccc1	-40%	-0.9%	-0.3%	1.8	105	i	-8%	-3.8%	1	-18%
O=C(COC(=O)c1n[nH]c2ccccc12)NCc1ccccc1	-16%	-1.6%	0.1%	-2.2	97	i	22%	-6.6%	0.7	-26%
C=CCOc1ccc(/C=C/C(=O)OCC(=O)N(C)C2CCS(=O)(=O)C2)cc1 (stereo not drawn)	-9%	nt	0.0%	0.3	61	nt	10%	-2.1%	nt	22%
COC(=O)c1ccc(NC(=O)CNc2ccccc2)cc1	-57%	0.7%	-0.2%	-0.8	62	i	-58%	1.5%	1	-15%
COCCNC(=O)c1cnn2c(C(F)F)cc(-c3ccc(C)cc3)nc12	-1%	3.8%	0.2%	6.2	63	i	17%	-3.4%	1	24%[20 µM]
CC[C@@H](C)[C@H](NC(=O)C1CCN(C(=O)[C@@H](NS(=O)(=O)c2ccc(C)cc2)C(C)C)CC1)C(=O)O	13%	-2.6%	0.3%	-0.5	49	i	7%	0.2%	1.1	-30%
COCC(=O)N1CCCC(CNS(=O)(=O)c2ccc(OC)cc2)C1 (stereo not drawn)	-30%	-0.9%	-0.3%	-1.2	55	i	2%	-0.5%	1.1	-3%
CCOC(=O)c1nnn(-c2nonc2N)c1CN(C)Cc1ccccc1	-1%	2.5%	0.3%	1.2	55	i	5%	-1.3%	1.1	23%
CC1CCC(C(C)C)C(OC(=O)C[n+]2cc(-c3ccc(Cl)cc3)n3c2CCCCC3)C1 (stereo not drawn)	3%	-4.5%	0.3%	22	89	i	8%	-0.3%	1.1	-16%
O=C(Nc1ccc(N2CCOCC2)c(Cl)c1)c1ccc(Br)o1	-26%	nt	-0.1%	0.0	61	i	-41%	-1.6%	1.1	-49%
Cn1c(N2CCOCC2)nc2c1c(=O)n(Cc1ccc(Cl)c(Cl)c1)c(=O)n2C	-10%	-1.2%	-0.1%	0.0	44	i	13%	-3.6%	1	10%
Cc1ccc(/C=C/C(=O)NCC2COc3ccccc3O2)o1 (stereo not drawn)	-32%	nt	0.1%	-2.1	69	i	-4%	-1.0%	1.2	1%
CN(Cc1ccccc1NS(=O)(=O)c1ccc2ccccc2c1)C1CCCCC1	-27%	1.9%	-0.2%	4.0	52	i	-1%	-2.1%	1.2	19%
O=C(CN(Cc1ccc(F)cc1)C(=O)CCC(=O)Nc1nccs1)NCC1CCCO1 (stereo not drawn)	-38%	nt	0.6%	0.3	45	nt	7%	-4.3%	nt	3%

Shown with values under each structure: 3 of the compounds above
Fields: NOD1 NF-kB reporter	ER stress rescue	GPR55 activation	NTR1 ag	NTR1 ag cell count 20 µM	Yfh1-off respiration	NOD2 inhibition	KOR beta-arrestin-1	TNAP activators	KOR beta-arrestin-2
- Nc1nnc(SCc2ccccc2)n1-c1ccccc1
  -40%	-0.9%	-0.3%	1.8	105	i	-8%	-3.8%	1	-18%
- O=C(COC(=O)c1n[nH]c2ccccc12)NCc1ccccc1
  -16%	-1.6%	0.1%	-2.2	97	i	22%	-6.6%	0.7	-26%
- C=CCOc1ccc(/C=C/C(=O)OCC(=O)N(C)C2CCS(=O)(=O)C2)cc1 (stereo not drawn)
  -9%	nt	0.0%	0.3	61	nt	10%	-2.1%	nt	22%

Later entries:
SMILES	NOD1 NF-kB reporter	ER stress rescue	GPR55 activation	NTR1 ag	NTR1 ag cell count 20 µM	Yfh1-off respiration	NOD2 inhibition	KOR beta-arrestin-1	TNAP activators	KOR beta-arrestin-2
Cc1ccc(NC2CCCN(C(=O)c3cccnc3)C2)cc1C (stereo not drawn)	-24%	nt	0.0%	-1.3	64	nt	3%	-1.5%	nt	28%
CC(C)OC(=O)c1cccc(C(=O)Oc2ccc(Br)cc2)n1	0%	0.0%	0.3%	-2.3	34	i	12%	-2.0%	1.2	-9%
Cc1nc2ccccn2c1C(=O)c1ccccc1	7%	2.1%	-0.2%	-0.9	37	i	24%	-4.5%	1	8%
COc1ccc(C(=O)N2CCN(c3nnnn3-c3ccccc3)CC2)cc1OC	-10%	0.3%	-0.1%	-0.4	101	i	20%	1.4%	1	-14%
O=C(O)Cn1cc(C(=O)C(F)(F)F)c2ccccc21	-27%	1.1%	0.0%	-1.5	27	i	8%	-2.0%	1	2%[20 µM]
Cc1n[nH]c(=O)nc1N/N=C/c1cccs1	-14%	-7.0%	0.0%	5.1	93	i	-6%	7.1%	1.4	-25%
Cn1c(CNc2ccc(Br)cc2)nc2ccccc21	-2%	nt	0.3%	5.0	89	nt	-65%	-2.5%	nt	6%
C/C(=N\NC(=S)NCc1ccccc1)c1ccco1	-28%	-0.2%	-0.1%	2.4	56	i	-21%	-5.0%	1.8	-5%[20 µM]
